EWS-Fli block = EWS/Fli transcriptional activity inhibition. A673 NR0B1-luciferase reporter, viability-normalised. inhibition, % at 12.6 µM. 0.67% of 350,000 active;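 active means mean inhibition of at least 50% after viability correction, with every replicate also passing that limit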;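 further: firefly luciferase signal divided by Alamar Blue viability fluorescence both relative to DMSO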
DENV2 CPE rescue = inhibitors of DENV2 cytopathic effect. DENV2-infected cells, cytopathic effect rescue, plate reader. CPE inhibition, % at 9.99 µM. 1.7% of 350,000 active. AID 651640; in the data active means CPE inhibition above about 20%, passing the limit was not always enough; tested in BHK-21 cells;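 further: 0% = median of neutral control wells and 100% = median of positive control wells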
SIRT5 block = blocks human SIRT5 desuccinylation of peptide; Purified SirT5, succinyl-peptide AMC, trypsin-coupled fluorescence; inhibition, % at 15 µM; 1.1% of 330,000 active; AID 652115; in the data active means inhibition above about 15%
Target sequence (Q9NXA8 whole entry, looked up): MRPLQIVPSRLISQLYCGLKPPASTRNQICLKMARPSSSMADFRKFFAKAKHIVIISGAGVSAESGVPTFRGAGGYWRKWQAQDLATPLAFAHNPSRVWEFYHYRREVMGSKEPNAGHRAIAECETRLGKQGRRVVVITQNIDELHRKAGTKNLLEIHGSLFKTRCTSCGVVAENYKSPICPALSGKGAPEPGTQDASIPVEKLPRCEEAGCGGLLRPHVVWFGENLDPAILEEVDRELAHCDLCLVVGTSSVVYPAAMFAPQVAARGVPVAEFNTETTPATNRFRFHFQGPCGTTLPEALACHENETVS
PAX8 reporter = inhibitors of PAX8 transcriptional activity in RMG-I cells; inhibition, % at 12.6 µM; 1.2% of 360,000 active; RMG-I TPO-luciferase reporter, SteadyGlo, 24 h;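 active means mean replicate inhibition at least 60% with every replicate also reaching 60%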;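 further: luciferase light reporting Pax8 driven TPO promoter activity; plate controls were median of neutral control wells for no effect and mitoxantrone controls for full effect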
CASP6 VEID inh = inhibitors of human caspase-6; 0.53% of 350,000 active; purified caspase-6, Z-VEID-R110 cleavage fluorescence; inhibition, % at 12.5 µM;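 active means mean inhibition across replicates at least about 35%, with every replicate also reaching that limit, limit read from the data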;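 further: 0% = median of neutral control wells and 100% = no fluorescence left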
Target sequence (P55212 24-179 limits assumed): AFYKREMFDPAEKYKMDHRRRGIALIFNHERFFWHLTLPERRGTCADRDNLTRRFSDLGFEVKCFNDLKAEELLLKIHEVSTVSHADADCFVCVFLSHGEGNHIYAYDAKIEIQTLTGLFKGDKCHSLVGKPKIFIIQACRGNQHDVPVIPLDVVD
Target sequence (P55212 194-293 limits assumed): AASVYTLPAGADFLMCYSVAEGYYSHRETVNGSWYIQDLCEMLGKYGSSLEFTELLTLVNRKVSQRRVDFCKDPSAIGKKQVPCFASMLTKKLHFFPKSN
LGR2 inh = inhibitors of bursicon-induced Drosophila LGR2 receptor cAMP signaling; AID 720647; HEK293 LGR2, CRE-luciferase, bursicon-stimulated, 4 h; 0.35% of 380,000 active; inhibition, % at 9.99 µM;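 active means drop in luminescence signal, shown as inhibition above about 50% in the replicate tests, limit read from the data, passing the limit was not always enough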;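 further: agonist challenge used bursicon conditioned medium at about half maximal strength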
ARNT TACC3 PPI = disrupts binding between human ARNT and TACC3; 0.66% of 390,000 active; Q9Y6A5; AlphaScreen His-ARNT PAS-B/GST-TACC3 binding, luminescence; TACC3 fragment carries E629A point mutation; inhibition, % at 9.99 µM;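 active means mean inhibition of replicates at least 50% and at least half of replicates each reaching 50%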;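 further: 0% = complete ARNT plus TACC3 wells and 100% = ARNT alone without TACC3; many hits fall short of the cut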
Active calls of the source: *.

Preview, 4 compounds:
Results for Cc1noc(C)c1NC(=O)Nc1ccc2c(c1)C(=O)N([C@@H](C)CO)C[C@@H](C)[C@@H](CN(C)Cc1ccncc1)O2 ?
EWS-Fli block: -1; DENV2 CPE rescue: 3; SIRT5 block: -6; PAX8 reporter: 8; CASP6 VEID inh: -1; LGR2 inh: -2; ARNT TACC3 PPI: -6

What do the screens show for `COC(=O)c1ccc(SCc2ccccc2)nc1`?
EWS-Fli block: -2; DENV2 CPE rescue: 3; SIRT5 block: -4; PAX8 reporter: -90; CASP6 VEID inh: 0; LGR2 inh: -82

Results for CCN(CC)c1nc(N)c(C#N)c(CC#N)c1C#N ?
EWS-Fli block: -3; DENV2 CPE rescue: -8; SIRT5 block: 3; PAX8 reporter: -8; CASP6 VEID inh: 3; LGR2 inh: 4; ARNT TACC3 PPI: -3

What do the screens show for `CC(C)CC(NC(=O)C1CCCN1C(=O)[C@@H](C)NC(=O)OCc1ccccc1)C(=O)NCC(N)=O` (stereo not given in full)?
EWS-Fli block: 5; DENV2 CPE rescue: -4; SIRT5 block: 14; PAX8 reporter: 3; CASP6 VEID inh: 1; LGR2 inh: 1; ARNT TACC3 PPI: -7

The listing (from the top)
Results for Cc1noc(C)c1NC(=O)Nc1ccc2c(c1)C(=O)N([C@@H](C)CO)C[C@@H](C)[C@@H](CN(C)Cc1ccncc1)O2 ?
EWS-Fli block: -1; DENV2 CPE rescue: 3; SIRT5 block: -6; PAX8 reporter: 8; CASP6 VEID inh: -1; LGR2 inh: -2; ARNT TACC3 PPI: -6

What do the screens show for `COC(=O)c1ccc(SCc2ccccc2)nc1`?
EWS-Fli block: -2; DENV2 CPE rescue: 3; SIRT5 block: -4; PAX8 reporter: -90; CASP6 VEID inh: 0; LGR2 inh: -82

Results for CCN(CC)c1nc(N)c(C#N)c(CC#N)c1C#N ?
EWS-Fli block: -3; DENV2 CPE rescue: -8; SIRT5 block: 3; PAX8 reporter: -8; CASP6 VEID inh: 3; LGR2 inh: 4; ARNT TACC3 PPI: -3

What do the screens show for `CC(C)CC(NC(=O)C1CCCN1C(=O)[C@@H](C)NC(=O)OCc1ccccc1)C(=O)NCC(N)=O` (stereo not given in full)?
EWS-Fli block: 5; DENV2 CPE rescue: -4; SIRT5 block: 14; PAX8 reporter: 3; CASP6 VEID inh: 1; LGR2 inh: 1; ARNT TACC3 PPI: -7

How did COc1ccc2c(c1)C(=O)C(=O)N2 do in these assays?
EWS-Fli block: -9; DENV2 CPE rescue: 0; SIRT5 block: -2; PAX8 reporter: 14; CASP6 VEID inh: 19; LGR2 inh: -4; ARNT TACC3 PPI: -2

How did COc1ccc(S(=O)(=O)NC(=O)C2(C)CCN2C(=O)CCC2CCCC2)cc1OC (stereo not given) do in these assays?
EWS-Fli block: -5; DENV2 CPE rescue: 5; SIRT5 block: -4; CASP6 VEID inh: 0; LGR2 inh: -18

What do the screens show for `CCCCNc1cccc2c1S(=O)(=O)N[C@@H](Cc1ccccc1)CO2`?
EWS-Fli block: -7; DENV2 CPE rescue: -1; SIRT5 block: 0; PAX8 reporter: 0; CASP6 VEID inh: 0; LGR2 inh: -3

What do the screens show for `NNC(=O)Cn1c(COc2ccc(Cl)cc2)nc2ccccc21`?
PAX8 reporter: -51; LGR2 inh: -6; ARNT TACC3 PPI: 4

What do the screens show for `COc1ccc([C@H]2C[C@@H](n3cc(-c4ccc(F)cc4)nn3)[C@H](O)CN2C(=O)c2cccs2)cc1`?
EWS-Fli block: -3; DENV2 CPE rescue: -3; PAX8 reporter: 9; CASP6 VEID inh: -4; LGR2 inh: -8

How did CCc1nn(CC(=O)NC2CCN(Cc3ccccc3)CC2)c(=O)c2cc3cc(F)ccc3n12 do in these assays?
EWS-Fli block: 1; DENV2 CPE rescue: -8; SIRT5 block: -1; PAX8 reporter: -16; CASP6 VEID inh: 1; LGR2 inh: 15; ARNT TACC3 PPI: -3

How did Cc1ccccc1S(=O)(=O)NC(=O)C1(C)CCN1C(=O)Cc1ccccc1Cl (stereo not given) do in these assays?
EWS-Fli block: -4; DENV2 CPE rescue: 10; SIRT5 block: -3; CASP6 VEID inh: -2; LGR2 inh: 7

What do the screens show for `CSCCC(NS(=O)(=O)c1ccccc1F)C(=O)NCc1cccs1` (stereo not given)?
EWS-Fli block: -6; DENV2 CPE rescue: 2; SIRT5 block: -1; PAX8 reporter: -2; CASP6 VEID inh: -2; LGR2 inh: -15; ARNT TACC3 PPI: 2

Results for O=C(Nc1cccc(NC(=O)c2ccco2)c1)c1cnccn1 ?
SIRT5 block: 1; CASP6 VEID inh: 1; LGR2 inh: 6; ARNT TACC3 PPI: -4

What do the screens show for `Cc1ccc(S(=O)(=O)N(C)C[C@@H]2OCCCC[C@@H](C)Oc3ccc(NC(=O)Nc4ccc5c(c4)OCO5)cc3C(=O)N([C@@H](C)CO)C[C@H]2C)cc1`?
EWS-Fli block: 7; DENV2 CPE rescue: 7; SIRT5 block: -1; PAX8 reporter: 4; CASP6 VEID inh: 0; LGR2 inh: 9; ARNT TACC3 PPI: -2

Results for CCNC(=O)C[C@H]1CC[C@@H]2[C@H](COC[C@@H](O)CN2C(=O)C2CCOCC2)O1 ?
EWS-Fli block: 6; DENV2 CPE rescue: -5; SIRT5 block: -3; PAX8 reporter: -11; CASP6 VEID inh: 2; LGR2 inh: 2; ARNT TACC3 PPI: 2

Results for COCC(=O)N1C[C@H]2CON(C)[C@H]2C[C@H]1c1cccc(-c2ccccc2OC)c1 ?
EWS-Fli block: -17; DENV2 CPE rescue: -10; SIRT5 block: -3; PAX8 reporter: -11; CASP6 VEID inh: -3; LGR2 inh: -3

What do the screens show for `Fc1ccc(-n2c(-c3ccco3)n[nH]c2=S)cc1`?
EWS-Fli block: -4; DENV2 CPE rescue: 1; SIRT5 block: -1; PAX8 reporter: -12; CASP6 VEID inh: -1; LGR2 inh: 9; ARNT TACC3 PPI: -6

Results for COc1ccc(-c2cc3nc4c(c(N5CCC6(CC5)OCCO6)n3n2)CCC4)cc1 ?
EWS-Fli block: -4; DENV2 CPE rescue: -5; SIRT5 block: -5; PAX8 reporter: -1; CASP6 VEID inh: -3; LGR2 inh: -8; ARNT TACC3 PPI: -2

How did COCC(=O)N1CC2(CCN(C(=O)c3cccnc3)CC2)c2c([nH]c3cc(OC)ccc23)[C@@H]1CO do in these assays?
EWS-Fli block: -8; DENV2 CPE rescue: 3; LGR2 inh: -23

How did COCCNC(=O)c1onc(CSc2cccc(C)c2)c1C(=O)O do in these assays?
EWS-Fli block: -18; DENV2 CPE rescue: -13; PAX8 reporter: -3; CASP6 VEID inh: -1; LGR2 inh: -6; ARNT TACC3 PPI: -3

Results for CC(C)CNC(C)C(=O)Nc1ccc(S(N)(=O)=O)cc1 (stereo not given) ?
EWS-Fli block: 3; DENV2 CPE rescue: 0; SIRT5 block: -2; PAX8 reporter: 13; CASP6 VEID inh: -1; LGR2 inh: 8; ARNT TACC3 PPI: -1

How did COc1ccccc1N1CCN(C2CCCN(C(=O)CCc3ccccn3)C2)CC1 (stereo not given) do in these assays?
EWS-Fli block: 4; DENV2 CPE rescue: -4; SIRT5 block: -3; CASP6 VEID inh: -4; LGR2 inh: 8; ARNT TACC3 PPI: 2

Results for CCNC(=O)C[C@H]1CC[C@@H]2[C@H](COc3ccc(NC(=O)C4CCCCC4)cc3C(=O)N2C)O1 ?
EWS-Fli block: -1; DENV2 CPE rescue: -3; SIRT5 block: 3; PAX8 reporter: -12; CASP6 VEID inh: -3; LGR2 inh: 5; ARNT TACC3 PPI: -8

Results for O=C(CCc1nnc(Cc2c[nH]c3ccccc23)o1)NC1CCCC1 ?
EWS-Fli block: 8; DENV2 CPE rescue: 6; SIRT5 block: -2; PAX8 reporter: 10; CASP6 VEID inh: 0; LGR2 inh: -5; ARNT TACC3 PPI: -11

What do the screens show for `Cc1ccc(C(=O)NCC(=O)Nc2cc(C)ccn2)cc1`?
EWS-Fli block: -77; DENV2 CPE rescue: -3; SIRT5 block: 1; PAX8 reporter: -81; CASP6 VEID inh: -7; LGR2 inh: -38; ARNT TACC3 PPI: -5

What do the screens show for `Cc1noc(C)c1NC(=O)N(C)C[C@H]1Oc2ccc(NC(=O)Cc3ccccc3)cc2C(=O)N([C@@H](C)CO)C[C@H]1C`?
DENV2 CPE rescue: -4; SIRT5 block: -2; PAX8 reporter: -7; CASP6 VEID inh: -2; LGR2 inh: -12; ARNT TACC3 PPI: -1

What do the screens show for `CC(=O)c1ccc(OCc2cn(CC(=O)c3ccc(O)cc3)nn2)c(C)c1`?
EWS-Fli block: -4; DENV2 CPE rescue: -4; SIRT5 block: 1; PAX8 reporter: -29; CASP6 VEID inh: 8; LGR2 inh: -7

Results for CCC(=O)N1CCN(c2ccccc2NC(=O)c2ccc([N+](=O)[O-])o2)CC1 ?
EWS-Fli block: 12; DENV2 CPE rescue: 8; SIRT5 block: -2; PAX8 reporter: 33; CASP6 VEID inh: 7; LGR2 inh: 14; ARNT TACC3 PPI: -16

What do the screens show for `O=S(=O)(NCCC1=CCCCC1)c1c(Cl)cccc1Cl`?
EWS-Fli block: 0; DENV2 CPE rescue: 2; SIRT5 block: -4; PAX8 reporter: 2; CASP6 VEID inh: 2; LGR2 inh: -8; ARNT TACC3 PPI: -6

Results for O=C(C[C@@H]1C[C@@H]2c3cc(NC(=O)c4ccc5c(c4)OCO5)ccc3O[C@@H]2[C@@H](CO)O1)NCc1cccnc1 ?
EWS-Fli block: -14; DENV2 CPE rescue: 3; SIRT5 block: 0; PAX8 reporter: 3; CASP6 VEID inh: -3; LGR2 inh: -8

How did C[C@H]1CCCCO[C@H](CN(C)Cc2ccc(C(F)(F)F)cc2)[C@@H](C)CN([C@@H](C)CO)C(=O)c2cc(NC(=O)NC3CCCCC3)ccc2O1 do in these assays?
EWS-Fli block: 16; DENV2 CPE rescue: -9; SIRT5 block: -1; PAX8 reporter: 10; CASP6 VEID inh: 1; LGR2 inh: -1; ARNT TACC3 PPI: 6

How did Cc1noc(C)c1NC(=O)Nc1ccc2c(c1)C(=O)N([C@H](C)CO)C[C@@H](C)[C@H](CN(C)C(=O)Nc1cccc3ccccc13)OCCCC[C@@H](C)O2 do in these assays?
EWS-Fli block: 11; DENV2 CPE rescue: -7; PAX8 reporter: -8; LGR2 inh: -7; ARNT TACC3 PPI: 2

How did N#C[C@@H]1[C@@H](c2ccc(C3=CCCCC3)cc2)[C@H](CO)N1C(=O)Cc1ccncc1 do in these assays?
EWS-Fli block: -3; DENV2 CPE rescue: -4; SIRT5 block: 6; PAX8 reporter: -10; CASP6 VEID inh: 0; LGR2 inh: -2; ARNT TACC3 PPI: 12

What do the screens show for `COC(=O)C1=C(C)N(Cc2ccccc2C(F)(F)F)C(=NCc2ccccc2)NC1c1cccc(F)c1` (stereo not given)?
EWS-Fli block: 3; DENV2 CPE rescue: 16; SIRT5 block: 0; PAX8 reporter: -14; CASP6 VEID inh: -4; LGR2 inh: 0

How did O=C1C2C3C=CC(C3)C2C(=O)N1/N=C/c1ccc(-c2ccccc2[N+](=O)[O-])o1 (stereo not given) do in these assays?
PAX8 reporter: -9; LGR2 inh: -21; ARNT TACC3 PPI: 5

How did C[C@@H]1CCCCO[C@H](CN(C)C(=O)Nc2ccccc2)[C@@H](C)CN([C@@H](C)CO)C(=O)c2cc(N(C)C)ccc2O1 do in these assays?
EWS-Fli block: 2; DENV2 CPE rescue: 8; SIRT5 block: 0; PAX8 reporter: 0; CASP6 VEID inh: 1; ARNT TACC3 PPI: 3

How did C[C@@H]1CCCCO[C@@H](CN(C)S(=O)(=O)c2ccccc2)[C@@H](C)CN([C@@H](C)CO)C(=O)c2cc(N(C)C)ccc2O1 do in these assays?
EWS-Fli block: 5; DENV2 CPE rescue: -1; SIRT5 block: 4; PAX8 reporter: 15; CASP6 VEID inh: -4; LGR2 inh: 16; ARNT TACC3 PPI: 3

How did C[C@H]1CN([C@@H](C)CO)C(=O)Cc2cc(NS(C)(=O)=O)ccc2O[C@@H]1CN(C)S(=O)(=O)c1ccccc1 do in these assays?
EWS-Fli block: 3; DENV2 CPE rescue: 4; SIRT5 block: -2; PAX8 reporter: 2; CASP6 VEID inh: -1; LGR2 inh: 11; ARNT TACC3 PPI: -3

What do the screens show for `C[C@@H]1CN([C@H](C)CO)C(=O)c2cc(NS(=O)(=O)c3ccc(F)cc3)ccc2O[C@H]1CN(C)Cc1ccc(C(=O)Nc2ccccc2N)cc1`?
EWS-Fli block: -4; DENV2 CPE rescue: 15; SIRT5 block: 3; PAX8 reporter: 13; CASP6 VEID inh: 1; LGR2 inh: -17

Source: PubChem (Broad Institute)
